Source: PubChem BioAssay
TrxR1 substrate: rat thioredoxin reductase 1 substrate activity | purified TrxR1 substrate turnover, NADPH consumption readout | hit rate 0.01% among 390,000 | AID 588456 | Potency, µM (titrated, usually from 114 µM), inactives show at the highest dose activity change, negative = substrate turnover; further: potency means the concentration at half of the fitted maximal effect; on the % scale 0 is the no-effect control and ±100 the full control effect; nearly all actives have a fitted effect of over 50% in size
Target sequence (O89049 whole entry, looked up): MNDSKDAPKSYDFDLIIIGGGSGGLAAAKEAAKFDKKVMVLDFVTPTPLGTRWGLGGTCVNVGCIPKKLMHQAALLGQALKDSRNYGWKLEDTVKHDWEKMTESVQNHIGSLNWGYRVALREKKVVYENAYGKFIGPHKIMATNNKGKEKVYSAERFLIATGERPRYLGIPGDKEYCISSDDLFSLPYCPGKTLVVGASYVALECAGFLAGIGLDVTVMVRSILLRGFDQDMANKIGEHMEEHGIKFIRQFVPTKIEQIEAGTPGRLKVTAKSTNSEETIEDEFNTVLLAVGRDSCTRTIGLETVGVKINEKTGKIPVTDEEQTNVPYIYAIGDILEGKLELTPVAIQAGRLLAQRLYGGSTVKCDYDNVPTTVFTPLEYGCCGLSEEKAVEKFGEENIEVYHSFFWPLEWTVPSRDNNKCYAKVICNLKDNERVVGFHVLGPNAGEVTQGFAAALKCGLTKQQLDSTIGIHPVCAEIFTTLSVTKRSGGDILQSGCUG
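Rat TrxR1, dispensed at 90 nM, was prereduced with 400 uM NADPH (final) for 5 min at ~22 deg C, then incubated with compound 15 min before 400 uM selenite. A first-read NADPH fluorescence drop versus no-compound background flagged substrates.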
PI4K2A inh: PI4K2A (human) kinase inhibition. purified PI4K2A, ADP-Glo luminescence, 1 h; hits give low values. activity change, negative = inhibition, % at 76.9 µM. hit rate 0.13% among 420,000. AID 1346378; in the data active means activity change below about -50%; inconclusive means mostly about -30% to -49%;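 further: -100% = wells without enzyme as full effect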
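In this quantitative HTS, ADP production by PI4K2A was quantified luminescently after 1 h at ambient temperature; 100 microM adenosine served as plate-quality control.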
IDH1 R132H inh: human IDH1 R132H inhibition; IDH1-R132H enzyme, NADPH consumption, diaphorase/resazurin fluorescence; Potency, µM (series often up to 76.6 µM), without a hit: at the top dose activity change, negative = inhibition, most hits filed as inhibitors; hit rate 0.093% among 390,000; AID 602179; further: potency means the concentration at half of the fitted maximal effect; on the % scale 0 is the no-effect control and ±100 the full control effect; nearly all actives have a fitted effect of over 65% in size
Target sequence (O75874 whole entry R132H, stated change not applied): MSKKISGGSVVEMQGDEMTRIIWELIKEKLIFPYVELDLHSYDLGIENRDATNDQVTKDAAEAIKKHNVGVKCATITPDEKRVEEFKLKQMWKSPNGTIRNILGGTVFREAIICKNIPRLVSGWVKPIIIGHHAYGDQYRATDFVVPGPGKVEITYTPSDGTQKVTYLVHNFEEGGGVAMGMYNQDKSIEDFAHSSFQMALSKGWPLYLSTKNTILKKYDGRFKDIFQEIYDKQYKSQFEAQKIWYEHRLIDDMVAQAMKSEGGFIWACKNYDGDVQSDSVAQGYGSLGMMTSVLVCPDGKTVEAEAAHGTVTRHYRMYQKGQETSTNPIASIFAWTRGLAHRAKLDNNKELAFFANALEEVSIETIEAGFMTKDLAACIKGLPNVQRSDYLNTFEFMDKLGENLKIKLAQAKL
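IDH1-R132H (0.5 ug/mL dispensed) in pH 7.5 Tris buffer was preincubated 30 min with compound, then given a substrate mix of 0.016 mM NADPH and 2 mM alpha-KG for 80 min at room temperature; remaining NADPH was read by diaphorase/resazurin fluorescence.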
LDHA block: LDHA (human) enzyme inhibition; purified LDHA, NADH/diaphorase-resazurin fluorescence; hits give low values; P00338; hit rate 0.15% among 480,000; activity change, % (values are at about 110 or 230 µM); in the data active means activity change below about -30%; inconclusive means mostly about -25% to -30%;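 further: plate controls were DMSO wells for no effect and wells without enzyme for full effect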
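Enzyme activity of human lactate dehydrogenase 5 (2 nM; 0.06 mM NADH, 0.2 mM pyruvate, 5 min, RT) is measured via a resazurin/diaphorase fluorescence readout of residual NADH.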
USP1-UAF1 inh: inhibitors of human USP1/UAF1 deubiquitinase; O94782; recombinant USP1/UAF1, Ub-Rhodamine cleavage fluorescence; Potency, µM (doses to about 57.1 µM), without a hit: at the top dose activity change, negative = inhibition, actives largely listed as inhibitors; hit rate 0.23% among 390,000; further: potency means the concentration at half of the fitted maximal effect; on the % scale 0 is the no-effect control and ±100 the full control effect; nearly all actives have a fitted effect of over 60% in size; inactives centre near -12
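USP1/UAF1 complex at 1 nM was preincubated with compound for 15 min at room temperature, then Ub-Rho substrate (150nM final) was added. Fluorescence (480/540 nm) was read kinetically, 6 reads every 60 seconds.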
Glioma ERSR ind: induces the endoplasmic reticulum stress response in human glioma cells; U87-MG GRP78 promoter luciferase reporter, 16 h; hit rate 0.02% among 420,000; Potency, µM, for the others: at the top dose activation, most hits filed as activators; further: potency means the concentration at half of the fitted maximal effect; series mostly up to about 76 µM; % of control where 0% means no effect; nearly all actives have a fitted effect of over 35% in size
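Stably transfected U87-MG human glioma cells carrying a GRP78-based luminescent sensor were seeded at 1000 cells/well, pin-dosed with compounds and incubated 16 h. Luciferase reagent was then added, and end-point luminescence was read after 10 min at room temperature.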
Vif-APOBEC3F blk: blocks the Vif interaction with APOBEC3F; Potency, µM (series often up to 46.1 µM), for inactives: at the top dose activity, negative = active; hit rate 0.2% among 390,000; HeLa A3F-eYFP + Vif (tagged APOBEC3F with the HIV-1 protein that degrades it), YFP fluorescence increase; further: potency means the concentration at half of the fitted maximal effect; % of control where 0% means no effect; nearly all actives have a fitted effect of over 65% in size
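HeLa cells stably expressing A3F-eYFP plus Vif, plated and incubated overnight at 37 deg C, then exposed to compounds overnight at 37 deg C. Blocked degradation read as raised yellow fluorescence (Ex 488/Em 500-530).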
RXFP1 agonist: agonists of human relaxin receptor RXFP1; Q9HBX9; HEK293T-RXFP1 cAMP TR-FRET, 30 min; response scale: percent of porcine relaxin response, buffer zero; hit rate 0.3% among 370,000; Potency, µM (top dose mostly 57.5 µM), for the others: top-dose activation, actives largely listed as activators; further: potency means the concentration at half of the fitted maximal effect; on the % scale 0 is the no-effect control and ±100 the full control effect; nearly all actives have a fitted effect of over 60% in size; many of its hits are not listed in these tables
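HEK293 cells stably expressing RXFP1, treated 30 min at 37C with compounds plus PDE4 inhibitor Ro 20174; cAMP measured by HTRF TR-FRET. Normalized to buffer and 29 nM porcine relaxin; EC50 by Hill fit.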
Vif-A3G inh: blocks the Vif interaction with human APOBEC3G; Potency, µM (series often up to 46.1 µM), for the others: at the top dose activity, negative = active, most hits filed as inhibitors; hit rate 0.076% among 410,000; Q9HC16; HeLa A3G-eYFP + Vif (tagged APOBEC3G with the HIV-1 protein that degrades it), YFP fluorescence, overnight;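 further: potency means the concentration at half of the fitted maximal effect; on the % scale 0 is the no-effect control and ±100 the full control effect; nearly all actives have a fitted effect of over 60% in size; hits raise eYFP signal because A3G escapes Vif-driven loss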
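Read-out is eYFP fluorescence (Ex 488/Em 500-530) from Vif-expressing HeLa A3G-eYFP cells; more signal means A3G escaped Vif-mediated degradation. Cells plated overnight, compound pinned in, incubated overnight at 37 deg C.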
Starred values were filed as active, the others as inactive; ? = inconclusive; · = no result given; & = joins results of further samples; [ ] = dose if it differs, or a comment. Unless noted, the call rests on the fitted dose curve; in most records, active means well fitted curve in the direction sought with a large enough effect; inconclusive means small, poorly fitted or top-dose-only effect, or another doubt; inactive means no such curve, though single readings can be large; an effect the other way counts as inactive or inconclusive. Not all compounds are listed; the hit share may differ from the screen's.

1) Cc1ccc(/C=C2\Oc3c(ccc(O)c3CN3CCN(CCO)CC3)C2=O)cc1
2) CC(=O)N[C@@H](Cc1c[nH]c2ccccc12)C(=O)OCc1cc(C(F)(F)F)cc(C(F)(F)F)c1
3) COC(=O)C(C)C1Sc2ccccc2NC1=O (centres undefined)
4) O=C(NCc1ccc2c(c1)OCO2)C1CCN(S(=O)(=O)c2ccc(Br)s2)CC1
5) CCOC(=O)COc1ccc(Cl)cc1C1NC(=O)NC(C)=C1C(C)=O (centres undefined)
6) O=C(Nc1ccnn1C1CCN(Cc2ccccc2)CC1)C1CCOC1 (centres undefined)
7) O=C(NC(Cc1ccccc1)c1nc2ccccc2[nH]1)C1CC(=O)N(c2ccc3c(c2)OCCO3)C1 (centres undefined)
8) Cc1ccc(C(=O)COC(=O)CCC(=O)Nc2ccc(Oc3ccccc3)cc2)cc1C

Assay by compound	1	2	3	4	5	6	7	8
TrxR1 substrate	-10%	-8%[57.1 µM]	-22%[57.1 µM]	8%[57.1 µM]	5%	3%	18%[57.1 µM]	1%
PI4K2A inh	-2	5&1	-3	-5	-1	-2	-3	-4
IDH1 R132H inh	6%	-4%	6%	1%	-3%	-2%	5%	-14%
LDHA block	-4	2	-3	-5	-2	-3	-3	-22
USP1-UAF1 inh	?	-1%	-18%	0%	5%	-13%	-12%	-22%
Glioma ERSR ind	-2%	-3%&-4%&-1%	-4%	-3%	-3%	-3%	-6%	-1%
Vif-APOBEC3F blk	-22%	0%	4%	-6%	-13%	-11%	-1%	1%
RXFP1 agonist	12%	-0.2%	0.5%	-1.5%	-0.7%	-1.8%	1.4%	-0.7%
Vif-A3G inh	-1%	1%	1%	1%	-5%	-8%	-7%	4%

Part of the list above, set out differently.
Fields: TrxR1 substrate	PI4K2A inh	IDH1 R132H inh	LDHA block	USP1-UAF1 inh	Glioma ERSR ind	Vif-APOBEC3F blk	RXFP1 agonist	Vif-A3G inh
5) CCOC(=O)COc1ccc(Cl)cc1C1NC(=O)NC(C)=C1C(C)=O (centres undefined)
 : 5%	-1	-3%	-2	5%	-3%	-13%	-0.7%	-5%
8) Cc1ccc(C(=O)COC(=O)CCC(=O)Nc2ccc(Oc3ccccc3)cc2)cc1C
 : 1%	-4	-14%	-22	-22%	-1%	1%	-0.7%	4%
3) COC(=O)C(C)C1Sc2ccccc2NC1=O (centres undefined)
 : -22%[57.1 µM]	-3	6%	-3	-18%	-4%	4%	0.5%	1%

Other compounds:
9) O=S(=O)(c1cccc(-c2n[nH]c(=S)n2-c2ccccc2Cl)c1)N1CCOCC1
10) O=S(=O)(c1ccccc1C(F)(F)F)N1CCOCC1
11) COc1ccc(NC(=O)Nc2cccc3c2O[C@H](CN(C)S(=O)(=O)c2ccc(F)cc2)[C@@H](C)CN([C@H](C)CO)C3=O)cc1
12) COC(=O)c1ccc(OCC2c3cc(OC)c(OC)cc3CCN2C(=O)c2ccc(OC)cc2)cc1 (centres undefined)
13) Cc1c(CCC(=O)NCc2ccc(F)cc2)c(=O)oc2cc(O)ccc12
14) Cc1ccc(C(=O)OCN2C(=O)c3ccccc3C2=O)o1
15) CC[C@@H](C(=O)n1nc(C)cc1C)[C@H](NS(=O)(=O)c1ccc(C)cc1)c1ccccc1
16) COc1cccc2sc(Nc3nnc(-c4ccccc4Cl)o3)nc12

Assay by compound	9	10	11	12	13	14	15	16
TrxR1 substrate	-11%	0%	7%	-1%[57.1 µM]	962%[activator]	14%[57.1 µM]	-11%[57.1 µM]	8%
PI4K2A inh	0	1	-1	-2	0	-23	-5	5
IDH1 R132H inh	5%	0%	-6%	0%	8%	2%	1%	1%
LDHA block	-1	-2	4	1	-7&5	-2	1	-11
USP1-UAF1 inh	-6%	-14%	-19%	-16%	?	-11%	-21%	-30%
Glioma ERSR ind	0%	-3%	1%	-3%	-1%	0%	-7%	2%
Vif-APOBEC3F blk	4%	3%	5%	1%	6%	-11%	-1%	4%
RXFP1 agonist	·	-0.9%	·	-0.2%	16%	-0.1%	1.2%	4.9%
Vif-A3G inh	-1%	0%	1%	1%	-4%	1%	1%	?

17) NC(=O)c1ccc(NC(=O)C2CCN(S(=O)(=O)Cc3ccccc3)CC2)cc1
18) CCOC(=O)Nc1sc(NS(=O)(=O)c2ccc(C)cc2)nc1C
19) O=C(CN1C(=O)/C(=C\c2cccc(Br)c2)Oc2ccccc21)NCC1CCCO1 (centres undefined)
20) Cc1ccccc1NC(=O)COc1ccc(Br)cc1CNCCCO
21) Cc1ccccc1CNc1nc(N)n(-c2ccccc2)n1
22) O=C(O)c1c2c(nc3ccc(S(=O)(=O)N4CCC(C(=O)N5CCCCC5)CC4)cc13)CCCC2
23) Cc1cc(C)n(CCNC(=O)[C@H]2O[C@@H](n3ccc(N)nc3=O)[C@H](O)[C@@H]2O)n1
24) Cc1ccc(S(=O)(=O)N2CCCCC2)cc1NC(=O)CSc1nc(N)cc(=O)[nH]1

Assay by compound	17	18	19	20	21	22	23	24
TrxR1 substrate	-2%	8%[57.1 µM]	-2%	6%	-8%	4%	·	-2%
PI4K2A inh	-2	9	-1	-4	-2	-7	0	-1
IDH1 R132H inh	-12%	4%	-5%	0%	-11%	-1%	·	-14%
LDHA block	-4	-6	-6	-1	1	3	-4	-10
USP1-UAF1 inh	-5%	-10%	-7%	-18%	-21%	?	·	-6%
Glioma ERSR ind	-2%	-3%	0%	-3%	0%	-4%	-4%	-2%
Vif-APOBEC3F blk	0%	5%	1%	8%	3%	-6%	·	0%
RXFP1 agonist	2.0%	0.3%	5.4%	-0.9%	-0.3%	1.8%	·	·
Vif-A3G inh	0%	0%	3%	1%	7%	0%	-1%	-1%

25) COc1ccc(/C=N/NC(=O)Cn2nc([N+](=O)[O-])cc2C)c(OC)c1OC
26) CCC1CCCCN1C(=O)C1CC(c2cc(Cl)c(OC)cc2OC)=NO1 (centres undefined)
27) C[C@H](CO)N1C[C@H](C)[C@H](CN(C)C(=O)Nc2cccc(Oc3ccccn3)c2)OCc2cnnn2CCCC1=O
28) O=C(NCc1ccco1)c1ccc(Br)s1
29) CCC(Sc1ncc(S(=O)(=O)c2ccc(Cl)cc2)c(=O)[nH]1)C(=O)Nc1ccc(OC)cc1 (centres undefined)
30) CSc1cccc(CN2CCN(Cc3ccc(F)c(F)c3)C(CCO)C2)c1 (centres undefined)
31) O=C(NC1CCCC1)C(c1ccncc1)N(C(=O)c1csnn1)C1CCCC1 (centres undefined)
32) CCCNC(=O)c1c(NC(=O)c2ccc(C)cc2)sc2c1CCCCC2

Assay by compound	25	26	27	28	29	30	31	32
TrxR1 substrate	-20%	-3%	·	7%[57.1 µM]	-7%	6%	2%	13%
PI4K2A inh	4	-5	-3	5	-1	6	-4	2
IDH1 R132H inh	-4%	7%	-2%	-2%	-20%	4%	6%	-10%
LDHA block	-7	-4	2	-7	-12	0	-2	-4
USP1-UAF1 inh	4%	-11%	-21%	-7%	-13%	-11%	-20%	-14%
Glioma ERSR ind	-2%	-3%	-4%	1%	-1%	-7%	-2%	-4%
Vif-APOBEC3F blk	-9%	1%	0%	-6%	-5%	1%	11%	2%
RXFP1 agonist	-1.8%	3.0%	·	0.2%	-2.0%	-1.7%	2.2%	5.0%
Vif-A3G inh	1%	-4%	3%	4%	2%	-7%	-7%	-6%

33) O=c1[nH]cc(F)c(=O)[nH]1
34) Cc1c(CN(C)C(=O)C2CCC(=O)N(Cc3ccccc3F)C2)[nH]c2ccccc12 (centres undefined)
35) CN(C)c1ccc(C(CNS(=O)(=O)c2ccc(Cl)cc2)N2CCCC2)cc1 (centres undefined)
36) Cc1ccc(N2C(N)=NC(N)=NC2(C)C)c(C)c1
37) CCN(CC(=O)Nc1ccccc1C(F)(F)F)C(=O)C1CSC2(C)CCC(=O)N12 (centres undefined)
38) COc1cc(Cn2nnc3ccccc32)ccc1O
39) Cc1cnc(CN(C)C(=O)C2CCC(=O)N(CCc3ccccc3)C2)[nH]1 (centres undefined)
40) COCC(=O)Nc1ccccc1-c1ccccc1
41) Cc1ccc(C(=O)COC(=O)C(C)N2C(=O)C3C4CCC(C4)C3C2=O)cc1 (centres undefined)
42) CC(=O)Nc1c(Nc2ccccc2)c2ccccc2oc1=O
43) COc1ccc2cc(/C=N/NC(=O)c3ccc(CN(c4ccc(C)c(C)c4)S(C)(=O)=O)cc3)c(Cl)nc2c1

Assay by compound	33	34	35	36	37	38	39	40	41	42	43
TrxR1 substrate	8%[57.1 µM]	·	-2%[57.1 µM]	13%[57.1 µM]	2%	-4%	0%	7%	6%	-7%[57.1 µM]	11%
PI4K2A inh	-1&-5&-3	-6	2	4	2	-3	-2	10	-1	2	7
IDH1 R132H inh	-1%	9%	16%	5%	6%	-1%	0%	13%	1%	-7%	5%
LDHA block	-7	1	-1	-3	-6	-1	-4	-5	-8	-2	-4
USP1-UAF1 inh	10%	-23%	11%	-14%	-22%	-12%	-12%	-18%	-20%	-4%	-11%
Glioma ERSR ind	-4%&-2%&-6%&-5%&-4%	0%	-3%	-1%	-3%	-1%	-3%	-3%	-1%	0%	1%
Vif-APOBEC3F blk	-5%	-1%	2%	0%	-17%	-1%	2%	-2%	3%	-2%	9%
RXFP1 agonist	0.8%	·	2.1%	1.3%	0.2%	0.0%	0.9%	1.4%	-5.6%	-0.8%	0.9%
Vif-A3G inh	3%	1%	3%	-2%	-3%	3%	1%	-4%	-3%	-1%	-8%
